# Screening results as filed in PubChem BioAssay.
# C-LANA FP = KSHV C-LANA DNA binding inhibition. inhibition, % at 9 µM. AID 504423. MBP-C-LANA/FAM-LBS DNA binding, fluorescence polarization. 340,000 tested, 0.078% active;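 active means highest replicate inhibition at or above 60% at 9 µM, even if other replicates fall short; inactive means all replicates below 60% inhibition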;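 further: 0% = neutral control wells and 100% = 4 µM acridine orange control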
# SR-BI DiI-HDL act = enhances SR-BI lipid uptake from DiI-HDL; CHO ldlA[mSR-BI] cells, DiI-HDL uptake fluorescence, 3 h; 100 = double the neutral-control signal; activation, % at 12.5 µM; 320,000 tested, 0.096% active; AID 504775;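 active means mean replicate activation of at least 60% and every replicate at or above 60%; inconclusive means mean or all-replicate condition met, but not both; inactive means mean below 60% and not all replicates reaching 60%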;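 further: 0% = median plate neutral-control signal and 100% = twice that signal; values of inactives mirror those of a sister screen read the other way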
#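 system = CHO ldlA[mSR-BI] cells, LDL receptor-null, SR-BI overexpressing | medium = Ham's F12 with 0.5% BSA, HEPES 25 mM, pH 7.4 | probe or stimulus = DiI-HDL 10 µg/mL | compound dosing = single-point compound dose | incubation = compound exposure 3 h, 37 °C | technique = DiI fluorescence, bottom read | read-out = cell-associated DiI fluorescence as measure of HDL uptake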
# RTF Ca sens act = cardiac RTF calcium sensitization | activation, % at 7.2 µM | 340,000 tested, 0.24% active | IANBD-labeled TnC RTF fluorescence at EC20 calcium; 0% EC20 calcium, 100% full calcium;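 active means activation above the mean over all tested compounds plus 3 SD, cut at about 30% in these data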;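 further: rise in fluorescence read as greater calcium sensitivity of cardiac thin filaments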
# DAGLB inh = blocks human DAGLB lipase activity | 340,000 tested, 0.059% active | HEK293T DAGLB membrane lysate, EnzChek fluorogenic substrate | Q8NCG7 | inhibition, % at 5.17 µM | AID 504411; in the data active means inhibition above about 34%;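 further: 0% = enzyme with vehicle and 100% = wells lacking enzyme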
# PKA-R2B act = PKA-R2B complex activation; P22694+P31323; PKA-R2B holoenzyme dissociation, Cy5-IP20 fluorescence polarization; R2B truncated from residue 108, S112A mutant; 0% DMSO only, 100% 113 µM cGMP; activation, % at 11.4 µM; 340,000 tested, 0.079% active;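 active means activation above a cutoff set at the mean over all compounds plus 3 SD, cut at about 18% in these data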;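 further: higher means more holoenzyme dissociation and a rise in polarization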
# Target sequence (P31323 whole entry, looked up, other chains not shown, the tested form may be a part): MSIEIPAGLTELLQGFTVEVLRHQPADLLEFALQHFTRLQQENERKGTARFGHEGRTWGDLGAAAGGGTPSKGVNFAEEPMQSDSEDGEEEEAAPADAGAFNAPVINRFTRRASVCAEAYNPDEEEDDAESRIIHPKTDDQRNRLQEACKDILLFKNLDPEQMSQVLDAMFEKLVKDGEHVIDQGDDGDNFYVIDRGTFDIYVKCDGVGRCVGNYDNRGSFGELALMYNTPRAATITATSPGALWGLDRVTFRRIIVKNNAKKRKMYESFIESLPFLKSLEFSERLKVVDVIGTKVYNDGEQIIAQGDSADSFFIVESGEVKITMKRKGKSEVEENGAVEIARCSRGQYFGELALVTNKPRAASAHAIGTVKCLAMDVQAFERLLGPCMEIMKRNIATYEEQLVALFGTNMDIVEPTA
# CAL PDZ FP-1 = blocks peptide binding to the human CAL PDZ domain. Q9HD26. purified CAL PDZ, TMR-peptide fluorescence polarization, 1 h. inhibition, % at 24.9 µM. 300,000 tested, 0.92% active. AID 602252;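 active means mean inhibition of at least 30% with at least half of replicates also reaching 30%; inconclusive means no clear call, values can overlap the other calls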;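 further: 0% = DMSO neutral control and 100% = excess unlabeled competitor peptide PRC23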
# RTF Ca sens inh = cardiac RTF calcium desensitization. IANBD-labeled cardiac RTF, Ca2+ fluorescence. inhibition, % at 7.15 µM. 340,000 tested, 0.12% active. AID 493244;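 active means inhibition above the mean inhibition of all tested compounds plus 3 SD, cut at about 17% in these data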;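 further: assay run at fixed EC70 calcium of 1.6 mM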
# CAL PDZ FP-2 = human CAL PDZ-peptide interaction inhibition | Q9HD26 | 330,000 tested, 0.02% active | purified CAL PDZ, TMR-peptide fluorescence polarization, 1 h | AID 504414 | inhibition, % at 20 µM;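 active means highest replicate inhibition of at least 40%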;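 further: plate controls were DMSO neutral control wells for no effect and unlabeled competitor peptide control wells for full effect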
#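 Material: tagged CAL PDZ domain; buffer or medium: 25 mM sodium phosphate pH 7.4, 150 mM NaCl, TCEP, IgG, Thesit; compound dosing: single point, 20 µM; schedule: 1 h incubation at room temperature before polarization reading; measured by: FP readout, S and P plane fluorescence; read-out basis: percent inhibition from loss of millipolarization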
# Rtt109 HAT inh = C. albicans Rtt109 histone acetyltransferase inhibition; Q5AAJ8; purified Rtt109/Vps75, ThioGlo CoA-SH fluorescence, 4 h; inhibition, % at 34.9 µM; 330,000 tested, 0.16% active; AID 540336;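 active means inhibition of at least 50% in every replicate; inconclusive means best replicate reaches 50% inhibition but some replicates fall short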
# Target sequence (Q5AAJ8 whole entry, looked up): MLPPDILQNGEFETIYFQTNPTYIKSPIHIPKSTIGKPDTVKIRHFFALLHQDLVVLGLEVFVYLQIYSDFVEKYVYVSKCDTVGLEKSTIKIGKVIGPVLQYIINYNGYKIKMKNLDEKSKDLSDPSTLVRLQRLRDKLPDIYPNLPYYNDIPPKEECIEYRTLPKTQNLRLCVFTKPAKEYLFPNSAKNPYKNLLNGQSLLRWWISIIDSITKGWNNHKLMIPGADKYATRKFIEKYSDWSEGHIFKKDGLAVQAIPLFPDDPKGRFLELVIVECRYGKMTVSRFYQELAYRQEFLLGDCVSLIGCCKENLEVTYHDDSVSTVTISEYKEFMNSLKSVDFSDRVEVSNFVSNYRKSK
# Keap1 Nrf2 FP = Keap1-Nrf2 (human) interaction inhibition. Q14145. Keap1 Kelch-Nrf2 peptide fluorescence polarization, 1536-well. inhibition, % at 9.4 µM. 340,000 tested, 0.15% active; in the data active means inhibition above about 12%; inconclusive means no clear call, values can overlap the other calls; inactive means below about 7.3%;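 further: human Keap1 Kelch domain with fluorescein labeled Nrf2 9mer peptide probe; 0% = neutral control wells and 100% = peptide positive control; higher means more block of Keap1 binding to Nrf2 peptide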
# Starred values were filed as active, the others as inactive; ? = inconclusive; / = no result given.
SMILES,C-LANA FP,SR-BI DiI-HDL act,RTF Ca sens act,DAGLB inh,PKA-R2B act,CAL PDZ FP-1,RTF Ca sens inh,CAL PDZ FP-2,Rtt109 HAT inh,Keap1 Nrf2 FP
CC(NC(=O)[C@H](Cc1c[nH]c2ccccc12)NC(=O)[C@@H]1Cc2ccccc2CN1)c1ccccc1 (some centres undefined),-0.2,20,8,-2,-7,-3,-6,-0.2,-13,-3
Cc1ccc(C(=O)Nc2ccc(NC(=O)c3ccco3)c(C)c2)cc1,-2.2,/,-2,-2,8,-1,2,-1.5,22,-1
CCOC(=O)C(NC(C)=O)(Nc1ccc(S(N)(=O)=O)cc1)C(F)(F)F (centres undefined),-0.5,10,2,-2,-1,2,-5,1.6,-1,-2
CC(C)Cn1cnc2c1c(=O)n(CC(=O)O)c(=O)n2Cc1ccccc1,/,/,-8,-1,-11,-3,-7,-1.3,9,/
Cc1c(O)ccc2c(CC(=O)N[C@@H](Cc3ccc(O)cc3)C(=O)O)cc(=O)oc12,-1.6,-5,-8,0,-1,20,-8,-0.7,2,-3
OC(CNC1CCCc2ccccc21)COc1c(Cl)cccc1Cl (centres undefined),-1.2,2,0,-1,-8,3,-7,-0.6,4,-3
Nc1ccccc1SCC(=O)Nc1ccc2c(c1)OCCO2,-2.4,20,4,0,-3,-4,4,-1.6,1,-5
Cc1c(C(=O)NC(=S)N(Cc2ccccc2)c2ccccn2)cccc1[N+](=O)[O-],0.5,-8,1,2,-3,-1,-10,-1.1,3,-4
Cc1ccc(NC(=O)CN2C(=O)S/C(=C/c3ccc(O)c([N+](=O)[O-])c3)C2=O)cc1C,1.2,1,-7,27,3,6,8,-0.1,-1,-2
O=C(Nc1ccccc1C(F)(F)F)c1ccccc1Br,-1.3,6,0,0,-8,-2,1,-1.3,-1,-1
O=S(=O)(NC1CCCC1)c1ccc(S(=O)(=O)N2CCN(c3ccccc3)CC2)cc1,-0.8,1,0,1,-6,3,-6,1.1,-4,-7
COC(=O)/C(=C1\Oc2ccc(C(C)(C)C)cc2S1)C(F)(F)F,1.1,-24,2,-2,-7,-1,-7,-0.6,-2,-2
CC(O)CSc1nc2c(c(=O)[nH]c(=O)n2C)n1Cc1ccccc1Cl (centres undefined),1.2,-3,1,2,-6,-3,0,-15,14,-1
Cc1ccc2oc(C(=O)Nc3nnc(CC(C)C)s3)c(C)c2c1,-0.3,-2,0,1,8,-2,-3,-3.3,1,-1
CC1CN(C(=O)CCc2ccccc2)C(C)CN1C(=O)CCc1ccccc1 (centres undefined),-1.0,-10,13,0,-2,-2,-6,-0.7,0,-3
Cc1ccc(C)c(OCC(=O)N2CCN(C(=O)c3ccco3)CC2)c1,3.1,11,-6,2,-9,-3,2,-0.6,5,-7
CS(=O)(=O)c1cccc(NC(=O)C2CC2)c1,0.3,8,-4,-2,-4,4,8,-0.7,3,-4
O=C(Nc1ccc2c(c1)OCCO2)c1cnc2n(c1=O)CCS2,-0.4,/,0,0,-2,/,6,-1.3,10,-7
N#C/C(=C/c1ccc([N+](=O)[O-])cc1)C(N)=O,-0.6,-17,0,0,-14,2,14,0.7,-11,-3
CCOC(=O)c1nc(Nc2ccc(C(=O)OC)cc2)c2ccccc2n1,-1.7,-34,0,0,3,-3,-1,-9.5,-10,-2

# Full records, looked up by structure. Values in the order: C-LANA FP	SR-BI DiI-HDL act	RTF Ca sens act	DAGLB inh	PKA-R2B act	CAL PDZ FP-1	RTF Ca sens inh	CAL PDZ FP-2	Rtt109 HAT inh	Keap1 Nrf2 FP
# Record of O=C(Nc1ccc2c(c1)OCCO2)c1cnc2n(c1=O)CCS2 = -0.4	/	0	0	-2	/	6	-1.3	10	-7
# Record of Cc1ccc2oc(C(=O)Nc3nnc(CC(C)C)s3)c(C)c2c1 = -0.3	-2	0	1	8	-2	-3	-3.3	1	-1

# The results go on:
SMILES,C-LANA FP,SR-BI DiI-HDL act,RTF Ca sens act,DAGLB inh,PKA-R2B act,CAL PDZ FP-1,RTF Ca sens inh,CAL PDZ FP-2,Rtt109 HAT inh,Keap1 Nrf2 FP
Nc1nc2c(ncn2C2C[C@H](O)[C@@H](CO)O2)c(=O)[nH]1 (some centres undefined),0.8,6,8,-2,-5,-5,4,-0.5,-2,0
CC(=O)c1ccc(S(=O)(=O)N2CCN(C(=O)CCC3CCCC3)CC2)cc1,1.5,12,-1,-4,7,/,1,-1.1,6,-3
COc1cc2c(cc1OC)C(COc1ccc(F)cc1)NCC2 (centres undefined),-2.1,54,-6,0,-10,2,-3,-1.2,2,-7
C[C@H]1CCC[C@]2(CC(=O)c3cc(F)ccc3O2)C1,-1.3,9,-7,-1,4,-2,-17,-0.4,-3,3
COc1cc(NC(=O)c2c(OC)cccc2OC)ccc1NC(=O)c1cc2ccccc2o1,11,-41,-1,0,-6,-4,2,-3.1,10,4
O=C1NC(=Nc2cccc(O)c2)S/C1=C\c1cccc([N+](=O)[O-])c1,0.9,-7,-7,6,2,-3,0,1.6,-2,0
O=C(NCCc1cccc(F)c1)C1CCC(=O)N(CCCc2ccccc2)C1 (centres undefined),9.2,-3,-1,2,0,-9,-6,-1.7,11,1
Cc1noc(C)c1NC(=O)Nc1cccc2c1O[C@H](CN(C)C(=O)Nc1ccc(C(F)(F)F)cc1)[C@@H](C)CN([C@H](C)CO)C2=O,-1.3,-79,11,2,-8,-9,-1,-2.1,-1,-7
COc1ccc(-c2[nH]ncc2CN(C)C(C)c2cccs2)c(F)c1 (centres undefined),0.1,5,3,-6,4,-16,-6,-0.6,-2,-5
CN(C)C(=O)CSc1nnc(-c2ccc(S(=O)(=O)N3CCCC3)cc2)n1C,-1.1,/,-1,-3,0,-1,-24,-2.5,8,-2
Cc1noc(C(=O)Nc2c(C)nn(Cc3ccccc3)c2C)c1Cl,0.0,/,-4,-4,-8,/,0,-1.0,2,-2
Cc1nn(CC2CC2)c(=O)n1-c1ccccc1,-1.8,2,1,-1,4,-2,1,-1.3,-1,-7
CC(=O)Nc1ccc(NC(=O)C(C)OC(=O)C2(c3ccc(Cl)cc3)CCCC2)cc1 (centres undefined),1.3,-9,2,-1,-9,-6,0,-0.4,5,4
Cc1nnc(SCC(=O)Nc2ccc(C(N)=O)cc2)n1-c1ccccc1,0.2,/,-4,-1,14,1,-15,-2.2,-1,0
CCCCC(=O)NC(c1ccc(OC)c(OC)c1)c1c(O)ccc2ccccc12 (centres undefined),0.2,-7,3,2,1,-3,3,/,-9,3
O=C1CC(N2CCN(Cc3ccccc3)CC2)C(=O)N1CCc1ccccc1 (centres undefined),1.4,15,-2,-1,5,/,-11,-0.5,4,7
COc1ccc(S(=O)(=O)N2CCN(CC(=O)Nc3cc(OC)cc(OC)c3)CC2)cc1,2.3,-13,0,-3,-2,-3,-1,-0.1,-1,-5
COc1ccc(NC(=O)C2CCN(S(C)(=O)=O)CC2)cc1,-0.1,31,-1,4,2,2,-1,-0.5,-2,-3
CC(c1nnc(SCC(=O)N(C)C2CCS(=O)(=O)C2)n1-c1ccccc1)N(C)C (centres undefined),0.4,10,2,1,8,2,-7,0.6,-3,-1
Cc1nn(Cc2ccccc2Cl)c(C)c1NC(=O)Cn1nc([N+](=O)[O-])c(Cl)c1C,1.4,1,4,1,-4,-8,0,0.7,-4,-4
COc1ccc(CCNC(=O)C(C)c2ccc([N+](=O)[O-])cc2)cc1 (centres undefined),0.4,7,4,-1,2,1,3,-1.0,/,-1
Nc1ccccc1C(O)(Cc1ccccc1)c1ccccc1 (centres undefined),-1.5,1,-1,-9,-3,-5,-9,-1.8,2,-3
CC(C)C(CO)NC(=O)CC(=O)NC(CO)C(C)C (centres undefined),1.2,24,2,-1,-1,0,-7,-3.5,-5,-1
CCn1ncc(Br)c1C(=O)Nc1nccs1,0.0,11,-1,2,4,-2,-6,-3.8,33,-1
C=CCN1CC(C(=O)N2CCC(Cc3ccc(Cl)cc3)(C(=O)OCC)CC2)CC1=O (centres undefined),-12,-51,10,2,-2,-5,-18,-1.0,-1,-6
CCOC(=O)N1CCC2CC1c1cc(Cl)ccc12 (centres undefined),1.5,-5,4,-5,-5,-5,1,-2.1,2,-4
O=C(Nc1nccs1)c1cc(-c2ccccc2)nc2ccccc12,0.0,-17,-3,-3,1,-3,-9,-1.3,2,3
CCCCCc1ccc(OCCC[n+]2ccccc2)c(CCCCC)c1,-2.3,35,1,7,-2,-8,3,-0.6,?,5
CCCNC(=O)Cn1c(=O)oc2ccccc21,0.2,15,-2,0,1,/,-5,-0.1,-2,-2
O=C(O)c1c2c(nc3ccccc13)/C(=C/c1ccc(OC(F)F)cc1)CCC2,-0.2,1,0,6,0,-6,3,-3.1,13,-5
Cc1ccc(CN2C(=O)C(CC(C)C)Nc3ncnc(N4CCOCC4)c32)cc1 (centres undefined),-1.5,12,-2,2,1,-1,-6,-0.9,14,-4
O=C(COc1cccc2c1CCN(Cc1ccc(Br)cc1)C2=O)N1CCOCC1,-1.3,-17,-5,-1,-9,-5,-8,-0.8,9,-1
CCn1c(Cc2ccccc2)nnc1SCC(=O)Nc1nc2ccccc2s1,-0.3,5,-5,1,2,/,-1,0.6,-4,5
NC(=O)Oc1cccc(OC(N)=O)c1,-0.7,6,-4,-2,4,-3,-3,/,0,2
CO/N=C/c1ccc(N2CCN(C(=O)c3cccc(Cl)c3)CC2)c([N+](=O)[O-])c1,1.8,-36,-1,0,-1,0,-1,-0.4,7,-2
O=C1CSc2ccc(C(=O)NCCC3=CCCCC3)cc2N1,-1.0,18,2,4,-1,/,-1,-2.9,-9,1
Cc1ccc(SCCC(=O)NC(C)C)cc1,-0.4,24,2,0,-1,-8,-7,-1.3,-18,-2
COc1cccc(CN2CC(C(=O)N(C)CCCC3CCCC3)CCC2=O)c1 (centres undefined),-0.9,29,7,1,5,/,-7,-0.5,4,-1
CC(=O)c1ccc(NC(=O)COC(=O)c2ccccc2Nc2ccccc2)cc1,-0.7,-32,0,-4,-10,5,-1,-0.4,-8,-3
CN(C)CC(CCC(CN(C)C)C(=O)c1ccccc1)C(=O)c1ccccc1 (centres undefined),0.5,-19,1,1,0,-3,-1,1.1,9,-187
Cc1cc(C)nc(NS(=O)(=O)c2ccc(NC(=O)CSc3ncn[nH]3)cc2)n1,0.1,25,0,-1,1,-5,-2,-2.3,-25,1
